Bioassay records as filed in PubChem.
GPR151 ag – human GPR151 activation; 1% of 650,000 active; activation, % at 11.2 µM; PathHunter beta-arrestin GPR151 cells, luminescence; in the data active = activation above about 4.9%;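 note: 0% = median of compound wells and 100% = cells with positive control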
Target sequence (Q8TDV0 whole entry, looked up): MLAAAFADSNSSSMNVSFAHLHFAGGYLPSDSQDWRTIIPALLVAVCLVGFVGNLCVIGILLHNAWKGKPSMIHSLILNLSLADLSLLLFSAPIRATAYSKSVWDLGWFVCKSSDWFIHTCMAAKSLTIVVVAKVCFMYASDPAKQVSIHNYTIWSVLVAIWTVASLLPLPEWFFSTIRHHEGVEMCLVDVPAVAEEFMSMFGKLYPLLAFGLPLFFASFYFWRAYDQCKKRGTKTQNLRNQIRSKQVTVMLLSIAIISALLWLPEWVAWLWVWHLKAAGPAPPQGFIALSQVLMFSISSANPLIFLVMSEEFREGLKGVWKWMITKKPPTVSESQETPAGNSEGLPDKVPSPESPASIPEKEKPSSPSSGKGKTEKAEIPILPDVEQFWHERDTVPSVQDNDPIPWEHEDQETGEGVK
MITF inh – blocks human microphthalmia-associated transcription factor. O75030. AlphaScreen MITF homodimerization, bead proximity signal. inhibition, % at 2.6 µM. 0.91% of 650,000 active. AID 1259374; in the data active = inhibition above about 50%;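 note: 0% = vehicle wells with protein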
FBW7 activator – activators of human E3 ligase FBW7; Q969H0; AlphaScreen FBW7–phospho-cyclin E peptide binding, activator screen; normalized activity (activation), % at 26.1 µM; 0.13% of 650,000 active; AID 1259310; in the data active = normalized activity above about 1.9%;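 note: purified mutant Fbw7 with reduced substrate affinity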
Target sequence (Q969H0 whole entry, looked up): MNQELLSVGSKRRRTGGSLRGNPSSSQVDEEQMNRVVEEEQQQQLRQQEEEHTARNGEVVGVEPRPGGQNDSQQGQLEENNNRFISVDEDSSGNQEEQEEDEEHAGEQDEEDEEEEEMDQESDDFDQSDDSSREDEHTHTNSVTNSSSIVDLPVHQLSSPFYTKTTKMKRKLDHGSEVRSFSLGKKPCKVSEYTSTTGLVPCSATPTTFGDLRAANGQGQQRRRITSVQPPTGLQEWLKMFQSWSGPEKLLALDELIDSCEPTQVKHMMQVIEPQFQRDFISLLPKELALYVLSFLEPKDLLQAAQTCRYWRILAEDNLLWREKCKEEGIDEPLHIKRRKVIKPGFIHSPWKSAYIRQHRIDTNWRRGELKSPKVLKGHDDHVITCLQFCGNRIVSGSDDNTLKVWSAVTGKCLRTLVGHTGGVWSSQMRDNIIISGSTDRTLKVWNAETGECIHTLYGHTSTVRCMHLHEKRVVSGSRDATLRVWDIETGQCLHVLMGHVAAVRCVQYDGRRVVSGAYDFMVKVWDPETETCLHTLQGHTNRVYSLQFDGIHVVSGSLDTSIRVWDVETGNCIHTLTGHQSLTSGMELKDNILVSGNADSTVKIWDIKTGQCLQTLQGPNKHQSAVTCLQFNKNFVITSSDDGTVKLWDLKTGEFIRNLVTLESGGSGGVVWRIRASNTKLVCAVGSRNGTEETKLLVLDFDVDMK
TEAD-YAP block – TEAD-YAP interaction inhibition | inhibition, % at 9.12 µM | AID 1259422 | 1.4% of 640,000 active | HEK-TIYL cells, TEAD-Gal4/YAP UAS-luciferase luminescence; in the data active = inhibition above about 32%;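 note: 0% = median of test compound wells and 100% = reference inhibitor wells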
Numbers without * were called inactive; & = joins results of further samples. Rows were taken by chance; about 3.4% have a hit in one of these screens.

SMILES | GPR151 ag | MITF inh | FBW7 activator | TEAD-YAP block
Fc1ccc(/C=N/NC(=S)Nc2cccnc2)cc1F | 1.5 | 16 | 0.5 | 10
COc1ccc(C2(C)CCc3oc4ccc(Cl)cc4c3-c3oc(C)cc32)cc1 (stereo unspecified) | 1.3 | 3 | -0.1 | -2
Cc1[nH]c2ccccc2c1/C=N/NC(=O)c1cc(-c2cccn2C)n[nH]1 | -1.2 | 13 | -0.1 | 10
COCCOC(=O)C1=C(N)Oc2cc(C)oc(=O)c2C1c1ccc(C(F)(F)F)cc1 (stereo unspecified) | 0.9 | 1 | 0.0 | 1
Cc1ccc2cc(C#N)c(N3CCCN(C(=O)c4cnccn4)CC3)nc2c1 | 0.3 | 9 | 0.1 | 2
COc1ccc(C2CC(c3c(C)nc4ccc(Br)cc4c3-c3ccccc3)=NN2C(=O)CCCC(=O)O)cc1 (stereo unspecified) | 0.3 | 17 | 0.3 | 6
CCOc1ccccc1NC(=O)c1cc(S(=O)(=O)NCCC2=CCCCC2)ccc1F | 0.6 | 9 | 0.0 | 2
CCOc1ccc(NC2=CC(=O)C=CC2=O)cc1 | 5.8* | 26 | -0.4 | 8
CC(=O)Nc1ccc(NC(=O)c2ccc3nc(-c4ccccc4)sc3c2)cc1 | 1.7 | 9 | 0.1 | 4
Cc1ccc(C(=O)Nc2nccs2)cc1[N+](=O)[O-] | 1.3 | 7 | 0.0 | -20
O=C(Nc1ccc(N2CCCCC2)c(Cl)c1)c1ccc([N+](=O)[O-])o1 | 1.7 | 1 | 0.2 | -54
Cc1ccc(S(=O)(=O)N2CCCC2CNC(=O)c2cccs2)cc1 (stereo unspecified) | 0.8 | 4 | 0.0 | -4
CC(=O)NC1=NC(=O)/C(=C/c2ccccc2OCc2cccc(F)c2)S1 | -0.3 | -15 | 0.0 | 5
CCCCn1c(=O)nc2n(-c3cccc(Cl)c3)c3ccccc3cc-2c1=O | -0.2 | -14 | -0.3 | -3
COc1nc(Oc2ccc(/C=N/O)cc2)nc(N(C)C)n1 | -1.3 | -2 | -0.1 | -20
COc1ccc(OCC(=O)OCCCN(C)C)cc1 | 0.7 | -5 | 0.0 | 7
CCOc1cc(/C=C(\C#N)C(=O)NCC2CCCO2)ccc1OCC(N)=O (stereo unspecified) | -0.2 | 3 | -0.2 | 8
CC(C)(C)NC(=O)c1ccc(-c2cn[nH]c2-c2ccc(F)cc2)cc1 | 1.8 | -15 | 0.0 | 0
OC(COc1ccc(CNCCc2cscn2)cc1)CN1CCc2ccccc2C1 (stereo unspecified) | 4.3 | -8 | -0.1 | -4
CN1CC(=O)N(CC(=O)c2ccc3c(c2)OCCO3)C1=O | -0.8 | 14 | -0.1 | -2
CC1CCCCC1NC(=O)CCC(=O)Nc1nc(-c2cc3ccccc3oc2=O)cs1 (stereo unspecified) | -0.3 | 5 | 0.4 | -5
CC(CS(=O)(=O)CC(C)N1CCCCC1)N1CCCCC1 (stereo unspecified) | -0.5 | -5 | 0.2 | -6
OC(CSc1nc(-c2ccccc2)ns1)C(F)(F)F (stereo unspecified) | -0.9 | 16 | 0.2 | -71
CC1=C(c2ccc(C)cc2)S(=O)(=O)N=C1N1CCCCC1 | -0.1 | -3 | 0.0 | -55
Cc1cc(C(F)(F)F)c(C#N)c(SCC(=O)NC(C)C23CC4CC(CC(C4)C2)C3)n1 (stereo unspecified) | 0.8 | 7 | 0.0 | 8

Following part:
SMILES | GPR151 ag | MITF inh | FBW7 activator | TEAD-YAP block
Cc1ccc(OCCCC(=O)Nc2sc3c(c2C#N)CCCC3)cc1 | -1.3 | 2 | 0.0 | -8
COc1ccc(-c2noc(C3CCCN(S(=O)(=O)c4ccccc4)C3)n2)cc1OC (stereo unspecified) | -1.0 | 0 | -0.1 | 4
COc1ccc(Cn2c(=S)[nH]c3ccccc3c2=O)cc1 | -0.8 | 6 | -0.1 | -18
Cc1ccc2c(c1)N(CC(=O)N1CCN(c3nc4ccccc4s3)CC1)C(=O)CO2 | 1.0 | -2 | -0.1 | 1
CC(=O)c1ccc(O)c(CSc2nncn2C)c1 | -1.1 | -11 | 0.1 | 3
O=C1C(=O)N(CCCn2ccnc2)C(c2ccco2)/C1=C(/O)c1ccc2c(c1)OCCO2 (stereo unspecified) | 1.6 | 3 | -0.1 | -8
O=C(c1ccco1)N1CCN(C(=O)c2cc(-c3ccccc3F)no2)CC1 | -0.2 | 16 | 0.1 | -33
O=C(Nc1nc(-c2cccc([N+](=O)[O-])c2)cs1)c1ccc(Cl)cc1 | 0.3 | -3 | -0.1 | 7
COc1ccc(C(=O)NC(C)c2ccc(S(N)(=O)=O)cc2)cc1[N+](=O)[O-] (stereo unspecified) | -1.2 | 3 | 0.3 | 1
COc1ccc([N+](=O)[O-])cc1/C=C1\C(=O)NC(=S)N(c2ccc(F)cc2)C1=O | 2.1 | 19 | 0.0 | 2
Cc1nn(-c2ccc([N+](=O)[O-])cc2)c2c1C(=O)CC(c1ccccc1)C2 (stereo unspecified) | -0.5 | 1 | -0.5 | 0
CCOc1ccc(NC(=O)CSc2nnc(CNC(=O)c3ccccc3)n2C)cc1 | -1.4 | 5 | -0.1 | 14
COc1ccc(C2OC(=O)C(C)(C)C(=O)C2(C)C)cc1 (stereo unspecified) | -0.2 | -7 | -0.2 | 6
CCCCN(CCCNC(=O)c1ccc2nc(-c3ccccc3)c(-c3ccccc3)nc2c1)c1ccccc1 | 1.0 | 8 | 0.2 | -2
C=CCC(O)(CC=C)CNC(=O)C1CC(Cc2ccccc2Cl)=NO1 (stereo unspecified) | -0.2 | 0 | 0.0 | -1
C=CCOc1ccccc1CN1CCSCC1 | 0.3 | 27 | -0.2 | -9
Cc1ccccc1C(=O)N1CC(=O)Nc2ccccc21 | -1.1 | 15 | -0.1 | 8
CCOC(=O)N1CCN(C(=O)c2ccc(N3CC4CC(C3)c3cccc(=O)n3C4)c(NS(=O)(=O)c3ccc(F)cc3)c2)CC1 (stereo unspecified) | -2.1 | -4 | -0.1 | -4
CN1CCN(NC(=S)Nc2ccc(F)c(Cl)c2)CC1 | 0.8 | -2 | -0.1 | 7
CC(=O)N(CCCO)Cc1cc2cc(C)cc(C)c2[nH]c1=O | 2.7 | 13 | -0.2 | -7
CCc1ccc(NC(=O)CSc2ccc(-c3ccc(Br)cc3)nn2)cc1 | -1.1 | -2 | 0.0 | 3
Cn1c(C(=O)O)c(CC(=O)NCCC2=CCCCC2)c2ccccc21 | 2.6 | 14 | 0.1 | -1
COC(=O)C(CC(C)C)NC(=O)CSc1nc(-c2ccccc2)cc(-c2ccccc2)n1 (stereo unspecified) | 0.1 | 4 | -0.1 | -13
COc1ccc(OCCCC(=O)Nc2ccc(C)c(C)c2)cc1 | 1.3 | -19 | -0.1 | 4
O=C1OC(c2ccc(Br)o2)=N/C1=C\c1cccnc1 | -0.9 | 3 | 0.1 | 2

Compound profiles (already shown). Values in the order: GPR151 ag	MITF inh	FBW7 activator	TEAD-YAP block
Entry for CCOC(=O)N1CCN(C(=O)c2ccc(N3CC4CC(C3)c3cccc(=O)n3C4)c(NS(=O)(=O)c3ccc(F)cc3)c2)CC1 (stereo unspecified) : -2.1	-4	-0.1	-4
Entry for CC(=O)N(CCCO)Cc1cc2cc(C)cc(C)c2[nH]c1=O : 2.7	13	-0.2	-7

Other entries follow.
SMILES | GPR151 ag | MITF inh | FBW7 activator | TEAD-YAP block
C=CCn1c(C)cc(C2=NNC(=Nc3ccccc3)SC2)c1C | 0.2 | 18 | 0.7 | -43
N/C(=N/O)c1nc(N2CCCC2)nc(N(c2ccccc2)c2ccccc2)n1 | 3.4 | 23 | 0.0 | 0
CC(C)(C)C(=O)NC(C(N)=O)(c1ccccc1)C(F)(F)F (stereo unspecified) | 1.7 | 5 | -0.3 | 3
O=C1NN(c2cccc(Cl)c2)C(=O)/C1=C/c1ccc(Br)cc1 | -0.6 | 0 | -0.2 | -5
CCC(C)Nc1nc2c(cc1C#N)COC(C)(C)C2 (stereo unspecified) | 1.9 | -4 | -0.1 | -6
CC1=CC(=C(C#N)C#N)C=C(C)N1CCN1CCNCC1 | 0.5 | -3 | 0.1 | 5
COc1ccc(NC(=O)NCc2cccn2C)c(OC)c1 | -0.9 | -3 | -0.1 | 0
Cc1ccc(S(=O)(=O)CCC(=O)NNC(=O)CC23CC4CC(CC(C4)C2)C3)cc1 | 0.7 | -1 | 0.2 | -2
CCOC(=O)C1(Cc2ccccc2C(F)(F)F)CCN(C(=O)CN2CCCC2=O)CC1 | 0.6 | -10 | -0.1 | -35
Cc1c(NC(=O)COC(=O)c2ccc(Br)cc2)c(=O)n(-c2ccccc2)n1C | -0.6 | -9 | -0.1 | -6
COc1ccc(-c2csc(-c3c(C)nc4sccn34)n2)c(OC)c1 | -1.5 | 1 | 0.2 | 2
Cc1ccc(CN[C@H]2C[C@H]3C(=O)N[C@@H](CO)C(=O)N3C2)cc1 | 1.7 | 4 | -0.1 | -11
O=C(CSc1nc2c(sc(=S)n2Cc2ccco2)c(=O)n1-c1ccc(F)cc1)NCc1ccccc1 | 1.5 | 5 | -0.1 | -5
COc1ccc(CCNC(=O)C2CC(=O)N(c3ccc(F)cc3)C2)cc1OC (stereo unspecified) | 1.9 | 13 | 0.5 | 11
Cc1ccc(C)c(OCc2cc(C(=O)N3CCNC(=O)C3)no2)c1 | -1.5 | 5 | 0.5 | 1
COc1ccc(C(=O)NN/C(C)=C\C(=O)c2ccccc2)cc1 | -0.4 | -5 | 0.1 | -34
CN=C(NC#N)NCCSCc1nc[nH]c1C | 0.3&2.4&-0.9&1.0&-0.4&-1.2 | -6&12&10&1&-11&2 | 0.0&0.0&0.3&-0.1&-0.1&0.0 | 5&-5&-12
CS(=O)(=O)N(CC(=O)N1CCC(Cc2ccccc2)CC1)c1cccc(Cl)c1 | 0.5 | -19 | -0.1 | -1
CCC(=O)N1CCc2cc(S(=O)(=O)NC(C(=O)N3CCCC(C)C3)C(C)C)ccc21 (stereo unspecified) | 0.0 | 21 | 0.0 | -5
COc1ccc(/C=C2/C(C)=C(C#N)c3nc(N)c(C#N)c(C)c32)cc1O | 1.4 | -5 | -0.2 | -6
CC(C)Sc1nnc2c3ccccc3n(C)c2n1 | -0.1 | 0 | 0.0 | -20
Cc1cccc2cc(CN(CCN3CCOCC3)C(=O)Nc3ccc(F)cc3)c(=O)[nH]c12 | 0.6 | -4 | 0.0 | -4
COCCn1c(-c2ccccc2)nc(=S)c2c1CC(C)(C)OC2 | 0.5 | 14 | -0.2 | -2
CCCCCCOc1ccc(NC(=O)CC2C(=O)N(c3ccccc3)C(=S)N2CCc2ccc(S(N)(=O)=O)cc2)cc1 (stereo unspecified) | -0.3 | 6 | 0.2 | -13
CCN(CC)CCN(CC)C(=O)CC1C(=O)NCCN1Cc1ccc(C)o1 (stereo unspecified) | 1.1 | -13 | 0.0 | -3

Carrying on.
SMILES | GPR151 ag | MITF inh | FBW7 activator | TEAD-YAP block
COc1ccc(C2Oc3ccccc3C3=C2C(c2cccc(OC)c2)n2ncnc2N3)cc1 (stereo unspecified) | -1.1 | -2 | -0.1 | -1
CCOc1ccc(OCC(=O)c2c(O)c3ccccc3oc2=O)cc1 | 0.2 | 6 | 0.1 | 0
Cc1sc(NC(=O)CN(CCc2ccccc2)C(=O)C2CC2)c(C(N)=O)c1C | -0.5 | -3 | 0.1 | -12
C/C(Cl)=C\Cn1c(NN)nc2c1c(=O)[nH]c(=O)n2C | 1.1 | 16 | -0.8 | 14
Cc1cc(NC(=O)c2cccc(F)c2)ccc1-c1cc2ccccc2oc1=O | 0.2 | -14 | -0.3 | -1
CC(C)N1C(=O)CCC1C(=O)N1CCCc2ccccc21 (stereo unspecified) | 0.5 | 13 | 0.0 | -2
C=CCO[C@H]1[C@H](NC(=O)COC)c2ccccc2C12CCN(Cc1cnn(C)c1)CC2 | 0.3 | -21 | -0.2 | 10
CCOC(=O)c1c(/N=c2\oc3c(OC)cccc3cc2C(=O)Nc2ccccc2F)sc(C)c1C | 0.8 | -4 | -0.2 | -24
O=C(CN1CCN(c2ccccn2)CC1)Nc1cc(F)ccc1F | 0.5 | 5 | 0.3 | 4
O=Cc1cc(Cl)ccc1OC(=O)c1ccccc1[N+](=O)[O-] | 0.2 | 3 | 0.0 | 4

Structures listed so far that have a Cl atom (ten):
SMILES | GPR151 ag | MITF inh | FBW7 activator | TEAD-YAP block
COc1ccc(C2(C)CCc3oc4ccc(Cl)cc4c3-c3oc(C)cc32)cc1 (stereo unspecified) | 1.3 | 3 | -0.1 | -2
O=C(Nc1ccc(N2CCCCC2)c(Cl)c1)c1ccc([N+](=O)[O-])o1 | 1.7 | 1 | 0.2 | -54
CCCCn1c(=O)nc2n(-c3cccc(Cl)c3)c3ccccc3cc-2c1=O | -0.2 | -14 | -0.3 | -3
O=C(Nc1nc(-c2cccc([N+](=O)[O-])c2)cs1)c1ccc(Cl)cc1 | 0.3 | -3 | -0.1 | 7
C=CCC(O)(CC=C)CNC(=O)C1CC(Cc2ccccc2Cl)=NO1 (stereo unspecified) | -0.2 | 0 | 0.0 | -1
CN1CCN(NC(=S)Nc2ccc(F)c(Cl)c2)CC1 | 0.8 | -2 | -0.1 | 7
O=C1NN(c2cccc(Cl)c2)C(=O)/C1=C/c1ccc(Br)cc1 | -0.6 | 0 | -0.2 | -5
CS(=O)(=O)N(CC(=O)N1CCC(Cc2ccccc2)CC1)c1cccc(Cl)c1 | 0.5 | -19 | -0.1 | -1
C/C(Cl)=C\Cn1c(NN)nc2c1c(=O)[nH]c(=O)n2C | 1.1 | 16 | -0.8 | 14
O=Cc1cc(Cl)ccc1OC(=O)c1ccccc1[N+](=O)[O-] | 0.2 | 3 | 0.0 | 4
